Tb MetRS inh = blocks T. brucei methionyl-tRNA synthetase activity; inhibition, % at 11.9 µM; purified T. brucei MetRS, ATP depletion, Kinase-Glo luminescence; 360,000 tested, 0.4% active;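 active = inhibition above a per-plate cutoff of the control wells' mean inhibition plus 3 SD, cut at about 5.5% in these data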;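 also: 0% = DMSO wells median and 100% = median of wells with control inhibitor compound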
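Material: parasite MetRS enzyme / Replication: singlicate, one well per compound / Signal: luminescence of leftover ATP / Schedule: 2 h aminoacylation at 25 °C after 15 min preincubation / Medium: HEPES-MgCl2-KCl buffer plus DTT, spermine, BSA, pyrophosphatase / Doses: 11.9 µM single point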
CendR NRP1 mod = alters CendR peptide binding to human NRP-1; O14786; FAM-RPARPAR peptide binding to NRP-1, fluorescence polarization; inhibition, % at 25 µM; 360,000 tested, 0.85% active; AID 602438;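 active = inhibition or corrected inhibition above about 18%, plus a signal ratio from 0.5 to 1.5, limit read from the data, passing the limit was not always enough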; also: strong numbers were not always called active
Scp-1 inhibitor = inhibitors of human Scp-1 phosphatase. inhibition, % at 20 µM. Recombinant Scp1, phosphopeptide, malachite green phosphate absorbance. Q9GZU7. AID 493091. 340,000 tested, 0.88% active;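 active = inhibition above about 50% at 20 µM, limit read from the data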;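 also: plate controls were DMSO wells with enzyme for no effect and wells lacking enzyme for full effect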
Target sequence (Q9GZU7 76-261 limits assumed): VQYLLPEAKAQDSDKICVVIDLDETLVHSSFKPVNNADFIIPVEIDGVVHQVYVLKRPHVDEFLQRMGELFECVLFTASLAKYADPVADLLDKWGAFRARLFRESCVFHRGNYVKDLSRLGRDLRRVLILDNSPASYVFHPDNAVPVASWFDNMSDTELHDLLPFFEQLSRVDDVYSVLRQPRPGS
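Test system: SCP-1 phosphatase catalytic domain, residues 76-261; measured by: colorimetric phosphate reagent with accelerator and stabiliser, absorbance at 630 nm; timing: enzyme reaction 45 min at room temperature, colour 5 min, stabilisation 30 min; also added: Phosphorylated 17-residue peptide substrate; compound dosing: one concentration, 20 µM, with 1.0% DMSO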
SUMO1-SIM PPI = alters human SUMO1 binding to SIM partners. inhibition, % at 20 µM. 360,000 tested, 0.33% active. SUMO1 binding to a labelled peptide, TR-FRET, 1 h. P63165. AID 602429; in the data active = inhibition above about 37%
Target sequence (P63165 whole entry, looked up): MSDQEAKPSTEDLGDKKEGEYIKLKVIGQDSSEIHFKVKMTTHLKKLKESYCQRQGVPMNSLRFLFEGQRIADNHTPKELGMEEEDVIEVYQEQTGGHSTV
STEP inh = blocks human striatal-enriched tyrosine phosphatase; inhibition, % at 20 µM; P54829; AID 588621; recombinant STEP, OMFP fluorogenic substrate, fluorescence; 360,000 tested, 0.25% active;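 active = inhibition at 20 µM, scaled per plate between control wells, above about 37%, limit read from the data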;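 also: 0% = DMSO with enzyme and substrate and 100% = substrate only without enzyme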
Target sequence (P54829 whole entry, looked up): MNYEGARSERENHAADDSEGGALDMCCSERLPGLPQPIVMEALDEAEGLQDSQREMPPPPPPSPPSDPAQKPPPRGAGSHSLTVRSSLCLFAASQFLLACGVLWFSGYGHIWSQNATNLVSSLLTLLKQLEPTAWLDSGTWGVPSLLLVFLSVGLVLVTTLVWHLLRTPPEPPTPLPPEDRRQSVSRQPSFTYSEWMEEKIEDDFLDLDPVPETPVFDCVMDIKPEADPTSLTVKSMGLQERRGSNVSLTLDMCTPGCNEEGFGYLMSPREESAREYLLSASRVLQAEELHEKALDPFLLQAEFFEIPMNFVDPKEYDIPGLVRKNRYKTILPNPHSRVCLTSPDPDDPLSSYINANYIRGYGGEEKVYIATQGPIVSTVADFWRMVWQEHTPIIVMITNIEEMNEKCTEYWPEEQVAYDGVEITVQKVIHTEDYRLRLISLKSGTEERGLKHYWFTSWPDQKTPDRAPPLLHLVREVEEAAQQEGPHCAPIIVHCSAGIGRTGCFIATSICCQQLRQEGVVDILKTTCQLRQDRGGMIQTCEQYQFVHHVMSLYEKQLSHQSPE
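Also added – OMFP at 25 µM · Test system – STEP tyrosine phosphatase · Technique – FITC-channel fluorescence of OMFP product · Schedule – 20 min at room temperature, dark · Evaluation – control-normalized % inhibition with plate pattern correction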
DNMT1 block = inhibitors of human DNMT1; P26358; DNMT1 molecular beacon, Hinp1I cleavage, fluorescence; inhibition (reported as % activation of signal), % at 10 µM; 360,000 tested, 0.83% active; AID 588458; in the data active = inhibition above about 50%
MsrA act = activators of bovine methionine sulfoxide reductase A; 360,000 tested, 0.3% active; activation, % at 10.6 µM; purified bovine MsrA, absorbance read-out; in the data active = activation above about 7.5%;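 also: 0% = vehicle and 100% = reference activator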
LMPTP block = LMPTP (human) inhibition; P24666; recombinant LMPTP-A, OMFP fluorogenic substrate, fluorescence intensity; inhibition, % at 20 µM; 360,000 tested, 0.22% active; AID 651560;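 active = compounds that cut the enzyme signal by at least half of the control window in the single-dose screen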;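 also: plate controls were DMSO wells with enzyme plus substrate for no effect and substrate without enzyme for full effect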
Target sequence (P24666 whole entry, looked up): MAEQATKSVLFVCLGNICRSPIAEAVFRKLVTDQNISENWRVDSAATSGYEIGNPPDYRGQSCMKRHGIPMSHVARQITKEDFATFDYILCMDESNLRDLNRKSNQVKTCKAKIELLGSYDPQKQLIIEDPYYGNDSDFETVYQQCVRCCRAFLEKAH
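Assay system: LMPTP-A phosphatase enzyme | Input: 0.625 nM enzyme | Also added: Fluorogenic phosphatase substrate OMFP at 400 µM final | Compound dosing: One test concentration per compound, 20 µM, with 3% DMSO overall | Schedule: 50 min enzyme reaction at room temperature, protected from light | Signal: Fluorescence intensity | Benchmarks: no-enzyme and uninhibited controls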
MsrA inhibitor = inhibits bovine methionine sulfoxide reductase A | purified bovine MsrA, absorbance read-out | 360,000 tested, 0.75% active | inhibition, % at 15.5 µM; in the data active = inhibition above about 4.5%;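 also: 0% = vehicle wells with enzyme and 100% = reference inhibitor wells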
eLon inh = E. coli protease La inhibition | P0A9M0 | purified E. coli Lon protease, fluorescence polarization | inhibition, % at 7.94 µM | 360,000 tested, 0.42% active | AID 602123; in the data active = inhibition above about 13%, passing the limit was not always enough;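 also: 0% = enzyme with probe and DMSO and 100% = no enzyme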
The depositor's hits bear a star.

Screening O=C1C2C3C=CC(CNS(=O)(=O)c4ccccc4)(O3)C2C(=O)N1c1ccc(Cl)cc1 (stereo unspecified) returned Tb MetRS inh -0.1, CendR NRP1 mod 0, Scp-1 inhibitor -1, SUMO1-SIM PPI 1, STEP inh -2, DNMT1 block -3, MsrA act -6, LMPTP block 0.0, MsrA inhibitor 0.9 and eLon inh 4.
For CC(C)n1cnc2c(Nc3cccc(Cl)c3)nc(N(CCO)CCCO)nc21 the results were Tb MetRS inh -0.2, CendR NRP1 mod 4, Scp-1 inhibitor 0, SUMO1-SIM PPI 11, STEP inh -3, DNMT1 block -12, MsrA act -4, LMPTP block 1.5 and eLon inh -2.
Screening CCCC(=O)N1CC2(CCC)CN(C(=O)CCC)CC(CCC)(C1)C2=O returned Tb MetRS inh 0.0, CendR NRP1 mod -11, Scp-1 inhibitor 1, SUMO1-SIM PPI 0, STEP inh 2, DNMT1 block 1, MsrA act 0, LMPTP block 0.4, MsrA inhibitor 0.0 and eLon inh -7.
Screening COCCn1c(SCC#N)nnc1-c1ccc(OC)cc1 returned Tb MetRS inh -0.8, CendR NRP1 mod 7, Scp-1 inhibitor 4, SUMO1-SIM PPI -1, STEP inh 1, DNMT1 block 9, MsrA act -13, LMPTP block -1.2, MsrA inhibitor -1.7 and eLon inh -1.
For Cc1ccccc1C(=O)NC(=S)Nc1ccc(S(=O)(=O)N2CCOCC2)cc1 the results were Tb MetRS inh -0.8, CendR NRP1 mod -3, Scp-1 inhibitor -6, SUMO1-SIM PPI -2, STEP inh 1, DNMT1 block 3, MsrA act -14, LMPTP block 0.9, MsrA inhibitor -0.4 and eLon inh -1.
For COc1ccc(CN2CCN(C(=O)c3c(-c4ccccc4)noc3C)CC2)cc1F the results were Tb MetRS inh -0.5, CendR NRP1 mod 3, Scp-1 inhibitor -10, SUMO1-SIM PPI -4, STEP inh -2, DNMT1 block 1, MsrA act -5, LMPTP block -0.4, MsrA inhibitor 1.8 and eLon inh 3.
For N#CCCn1c(=O)n(CCC#N)c2ccccc21 the results were Tb MetRS inh 0.2, CendR NRP1 mod 10, Scp-1 inhibitor -7, SUMO1-SIM PPI 2, STEP inh -2, DNMT1 block 1, MsrA act 0, LMPTP block 0.7, MsrA inhibitor 0.1 and eLon inh -12.
O=C(CCCCCn1nnc2ccccc2c1=O)Nc1ccccc1Cl was read as Tb MetRS inh -0.4, CendR NRP1 mod 0, Scp-1 inhibitor -12, SUMO1-SIM PPI -8, STEP inh -1, DNMT1 block 2, MsrA act -2, LMPTP block -1.7, MsrA inhibitor 0.2 and eLon inh -9.
`Cc1ccc(-n2[nH]c(C)c(/C=N/Nc3ccc([N+](=O)[O-])cc3[N+](=O)[O-])c2=O)cc1C` gave Tb MetRS inh -2.3, CendR NRP1 mod 41*, Scp-1 inhibitor 95*, SUMO1-SIM PPI 2, STEP inh 70*, DNMT1 block -49, MsrA act -8, LMPTP block 39, MsrA inhibitor 2.8 and eLon inh 3.
`O=C(O)c1cc2c(ccc3ccccc32)oc1=O` gave Tb MetRS inh 0.1, CendR NRP1 mod -16, SUMO1-SIM PPI -6, STEP inh 3, DNMT1 block 1, MsrA act -6, LMPTP block -1.4, MsrA inhibitor 1.6 and eLon inh 0.
Screening CCOC(=O)C1=C(C)N(C[C@@H]2CC[C@@H](Cc3ccc(-c4ccccc4)cc3)O2)C(=O)NC1C1CC1 (stereo partly specified) returned Tb MetRS inh -0.4, CendR NRP1 mod -3, Scp-1 inhibitor 1, SUMO1-SIM PPI 0, STEP inh 0, DNMT1 block -12, MsrA act -2, LMPTP block 2.8, MsrA inhibitor -1.5 and eLon inh -8.
For CCCCNC(=O)CC(=O)Nc1ccccc1C(=O)O the results were Tb MetRS inh 0.0, CendR NRP1 mod 1, Scp-1 inhibitor -5, SUMO1-SIM PPI 1, STEP inh -1, DNMT1 block -2, MsrA act 2, LMPTP block -1.3, MsrA inhibitor -0.3 and eLon inh -13.
O=C(NCCc1ccc(Cl)cc1)c1cc(S(=O)(=O)N2CCCC2)ccc1F was read as Tb MetRS inh -0.2, CendR NRP1 mod -4, SUMO1-SIM PPI 2, STEP inh 1, DNMT1 block -1, MsrA act -2, LMPTP block -0.7, MsrA inhibitor 0.0 and eLon inh -7.
`O=C(N/N=C\c1ccc([N+](=O)[O-])o1)c1cncc(Br)c1` gave Tb MetRS inh 0.7, CendR NRP1 mod 11, Scp-1 inhibitor 0, SUMO1-SIM PPI -7, STEP inh 0, DNMT1 block -8, MsrA act -1, LMPTP block 0.2, MsrA inhibitor 3.0 and eLon inh -3.
For O=c1cnc2ccccc2n1Cc1ccccc1C(F)(F)F the results were Tb MetRS inh 0.5, CendR NRP1 mod 3, Scp-1 inhibitor 27, SUMO1-SIM PPI 5, STEP inh 28, DNMT1 block 3, MsrA act -2, LMPTP block 1.0, MsrA inhibitor 0.5 and eLon inh -5.
For CC1C(C#N)=C(N)OC2=C1C(=O)CCC2 (stereo unspecified) the results were Tb MetRS inh -1.4, CendR NRP1 mod 8, Scp-1 inhibitor -10, SUMO1-SIM PPI 4, STEP inh -3, DNMT1 block -1, MsrA act -2, LMPTP block -1.8, MsrA inhibitor 1.8 and eLon inh 9.
`CCN(CC)CCC#CC(O)(c1ccccc1)C1CCCCC1` (stereo unspecified) gave Tb MetRS inh 0.5, CendR NRP1 mod 14, Scp-1 inhibitor -4, SUMO1-SIM PPI 1, STEP inh 4, DNMT1 block 1, MsrA act -2, LMPTP block -1.1, MsrA inhibitor -0.4 and eLon inh -4.
`Cn1c(=O)cc(SCC(=O)N2CCN(c3ccccn3)CC2)c2ccccc21` gave Tb MetRS inh -0.1, CendR NRP1 mod 1, Scp-1 inhibitor -8, SUMO1-SIM PPI -3, STEP inh -3, DNMT1 block 0, MsrA act -3, LMPTP block -0.5, MsrA inhibitor 0.5 and eLon inh -5.
For Fc1cccc(Cl)c1Cn1nnc2c(-n3ccnc3)ncnc21 the results were Tb MetRS inh -0.4, CendR NRP1 mod -8, Scp-1 inhibitor -11, SUMO1-SIM PPI 14, STEP inh 1, DNMT1 block 0, MsrA act -3, LMPTP block -0.8, MsrA inhibitor -0.3 and eLon inh -8.
For Cc1cc(C)c(C)c(S(=O)(=O)Nc2ccc(OCC(=O)O)cc2)c1C the results were Tb MetRS inh -0.6, CendR NRP1 mod -20, Scp-1 inhibitor 5, SUMO1-SIM PPI 1, STEP inh -2, DNMT1 block 6, MsrA act -14, LMPTP block -0.8, MsrA inhibitor 0.8 and eLon inh 1.

Random excerpt: two entries already listed, in no set order.
For N#CCCn1c(=O)n(CCC#N)c2ccccc21 the results were Tb MetRS inh 0.2, CendR NRP1 mod 10, Scp-1 inhibitor -7, SUMO1-SIM PPI 2, STEP inh -2, DNMT1 block 1, MsrA act 0, LMPTP block 0.7, MsrA inhibitor 0.1 and eLon inh -12.
Screening O=C1C2C3C=CC(CNS(=O)(=O)c4ccccc4)(O3)C2C(=O)N1c1ccc(Cl)cc1 (stereo unspecified) returned Tb MetRS inh -0.1, CendR NRP1 mod 0, Scp-1 inhibitor -1, SUMO1-SIM PPI 1, STEP inh -2, DNMT1 block -3, MsrA act -6, LMPTP block 0.0, MsrA inhibitor 0.9 and eLon inh 4.

Carrying on.
Screening O=C1CN(C(=O)COC(=O)c2ccccc2NCc2ccco2)c2ccccc2N1 returned Tb MetRS inh -2.2, CendR NRP1 mod 2, Scp-1 inhibitor -5, SUMO1-SIM PPI 1, STEP inh 1, DNMT1 block -6, MsrA act -12, LMPTP block 2.2, MsrA inhibitor 0.8 and eLon inh -8.
For O=S1(=O)N=C(N2CCCc3ccccc32)c2ccccc21 the results were Tb MetRS inh 0.1, CendR NRP1 mod 1, Scp-1 inhibitor 6, SUMO1-SIM PPI 2, STEP inh -2, DNMT1 block 1, MsrA act -2, LMPTP block -1.1, MsrA inhibitor 10* and eLon inh -4.
For CC(C)C(=O)NC(NC1CCS(=O)(=O)C1)C(Cl)(Cl)Cl (stereo unspecified) the results were Tb MetRS inh -0.3, CendR NRP1 mod 2, Scp-1 inhibitor -1, SUMO1-SIM PPI -1, STEP inh 2, DNMT1 block 2, MsrA act -2, LMPTP block 0.5, MsrA inhibitor 0.6 and eLon inh -2.
`O=C(NC1CC1)c1sccc1-n1cccc1` gave Tb MetRS inh -0.7, CendR NRP1 mod -8, Scp-1 inhibitor -6, SUMO1-SIM PPI 5, STEP inh -2, DNMT1 block 4, MsrA act -3, LMPTP block -0.9, MsrA inhibitor 0.2 and eLon inh -3.
Screening CCOC(=O)C1(CC)NC(c2ccc(N(C)C)cc2)C2C(=O)N(C)C(=O)C21 (stereo unspecified) returned Tb MetRS inh 0.1, CendR NRP1 mod 0, Scp-1 inhibitor -5, SUMO1-SIM PPI -1, STEP inh -1, DNMT1 block -10, MsrA act -1, LMPTP block 0.6, MsrA inhibitor 0.9 and eLon inh -4.
For O=S(=O)(c1ccc(-c2n[nH]c(=S)o2)cc1)N1CCCC1 the results were Tb MetRS inh 0.3, CendR NRP1 mod 1, Scp-1 inhibitor -5, SUMO1-SIM PPI 13, STEP inh 4, DNMT1 block 0, MsrA act -2, LMPTP block -2.4, MsrA inhibitor 3.0 and eLon inh 13.
CC(NC(=O)c1cc(S(=O)(=O)N(C)C)ccc1Cl)C1CC2CCC1C2 (stereo unspecified) was read as Tb MetRS inh -0.6, CendR NRP1 mod 10, Scp-1 inhibitor -2, SUMO1-SIM PPI -2, STEP inh -2, DNMT1 block 1, MsrA act -2, LMPTP block 0.5, MsrA inhibitor -0.9 and eLon inh -4.
Cn1cc(S(=O)(=O)NCc2ccco2)c(=O)n(C)c1=O was read as Tb MetRS inh -0.2, CendR NRP1 mod 11, Scp-1 inhibitor -7, SUMO1-SIM PPI -4, STEP inh 2, DNMT1 block 3, MsrA act -2, LMPTP block -0.5, MsrA inhibitor -0.5 and eLon inh 8.
`CC(C)c1nc(CNC(=O)C2CCC(=O)N(CCc3ccc(Cl)cc3)C2)no1` (stereo unspecified) gave Tb MetRS inh 0.1, CendR NRP1 mod 14, Scp-1 inhibitor -4, SUMO1-SIM PPI -1, STEP inh -2, DNMT1 block 1, MsrA act -4, LMPTP block -0.4, MsrA inhibitor -0.9 and eLon inh 3.
Screening O=C(Cc1ccc(-n2c(=O)c3sccc3n(CC(=O)Nc3ccccc3F)c2=O)cc1)NCc1ccco1 returned Tb MetRS inh -0.9, CendR NRP1 mod -8, Scp-1 inhibitor -13, SUMO1-SIM PPI 2, STEP inh 0, DNMT1 block 4, MsrA act -1, LMPTP block 0.2, MsrA inhibitor -0.3 and eLon inh -2.
For O=C(OCc1ccccc1)c1c(-c2ccccc2)oc2c1C(OCCO)CCC2 (stereo unspecified) the results were Tb MetRS inh -0.3, CendR NRP1 mod 11, SUMO1-SIM PPI 14, MsrA act 3, LMPTP block 0.6, MsrA inhibitor -0.8 and eLon inh 8.
`O=C(NCCSc1ccccc1)c1ccc(CN2CCOCC2)cc1` gave Tb MetRS inh -0.3, CendR NRP1 mod -5, Scp-1 inhibitor -6, SUMO1-SIM PPI 4, STEP inh -3, DNMT1 block -1, MsrA act -3, LMPTP block -1.2, MsrA inhibitor 1.2 and eLon inh -7.

Screens from PubChem.
